RMI-FANCM inh: disruptors of RMI1/RMI2 association with MM2 peptide – biochemical, fluorescence polarization, human, primary screen; RMI core complex (RMI1/RMI2) binding to FANCM MM2 peptide, human; RMI core complex with F-MM2 peptide; hits give low values; FP signal (polarization) at 33 µM; hit rate 0.58% among 70,000; in the data active means FP signal below about 40; further: inactives centre near 61; strong numbers were not always called active; unit not given here
The depositor's hits bear a star; & = joins results of further samples. This is a subset; rates above refer to the full screens.

Screening O=S(=O)(Nc1cccc(-c2cn3c(n2)SCC3)c1)c1ccccc1 returned RMI-FANCM inh 75.
Screening Cc1nc(-c2cc(C#N)c(Sc3ccccc3)nc2C)cs1 returned RMI-FANCM inh 58.
`CCCN(CCC)S(=O)(=O)c1ccc(C(=O)Nc2ccc3c(c2)COCO3)cc1` gave RMI-FANCM inh 54.
`Cc1ccc(OCCCC(=O)Nc2ccc3c(c2)OCO3)c(C)c1` gave RMI-FANCM inh 57.
`Cc1ccc2oc(C(=O)Nc3cc(C(F)(F)F)ccc3Cl)cc2n1` gave RMI-FANCM inh 53.
For O=C(NCCOc1ccc2nnc(-c3ccccc3)n2n1)c1ccc(C(F)(F)F)cc1 the results were RMI-FANCM inh 68.
`O=C1/C(=C/c2ccc(Br)o2)CCC/C1=C\c1ccc(Br)o1` gave RMI-FANCM inh 57.
Cc1onc(-c2ccccc2Cl)c1C(=O)Nc1nnc(SCC(=O)Nc2cc(C(F)(F)F)ccc2Cl)s1 was read as RMI-FANCM inh 60.
Screening Cn1cc(S(=O)(=O)Nc2ccccc2N2CCOCC2)c(C(F)(F)F)n1 returned RMI-FANCM inh 49.
`COc1ccc(SCCC(=O)NCc2ccncc2)cc1` gave RMI-FANCM inh 55.
Screening CCNc1nn(CC(=O)NCc2cccc(OC)c2)c(N)c1-c1nc(-c2ccccc2C)no1 returned RMI-FANCM inh 82.
Cc1ccc(-c2nc(COC(=O)c3nnn(-c4ccc(C)c(C)c4)c3C)c(C)o2)cc1 was read as RMI-FANCM inh 69.
For CS(=O)(=O)Nc1ccc(C2=NN(S(=O)(=O)c3ccccc3)C(c3cccc([N+](=O)[O-])c3)C2)cc1 (stereo unspecified) the results were RMI-FANCM inh 54.
For CCOc1ccc(NC(=O)CCSc2ccc3ccccc3n2)cc1 the results were RMI-FANCM inh 76.
For Cc1cc(C)n(C(=O)c2sccc2S(=O)(=O)N(C)c2ccc3c(c2)OCO3)n1 the results were RMI-FANCM inh 57.
For Fc1cccc(F)c1CN1CCCCC1 the results were RMI-FANCM inh 54.
For N/C(=N/OC(=O)c1c(F)cccc1F)c1cccc(-n2cccc2)c1 the results were RMI-FANCM inh 56.
Screening O=C(c1ccco1)N1CCN(C(=O)C2CCCN(c3ccc(-c4ccc(Cl)cc4)nn3)C2)CC1 (stereo unspecified) returned RMI-FANCM inh 63.
For Cc1[nH]c2ccccc2c1C(Nc1cccc(C(F)(F)F)c1)c1cccnc1 (stereo unspecified) the results were RMI-FANCM inh 61.
`NNC(=O)c1cnn(-c2ccc([N+](=O)[O-])cc2)c1C(F)(F)F` gave RMI-FANCM inh 53.
Screening CS/C(=C(/C#N)S(=O)(=O)C(C)C)N1CCCCC1 returned RMI-FANCM inh 59&52.
Screening CC(Oc1ccc(Cl)cc1Cl)C(=O)NCCn1nc(-c2cccnc2)ccc1=O (stereo unspecified) returned RMI-FANCM inh 68.
COc1cc(C(=O)N2CCOCC2)cc(OC)c1OC was read as RMI-FANCM inh 55.
For COc1ccc(-n2ccnc2SCC(=O)Nc2ccc(Cl)cc2)cc1 the results were RMI-FANCM inh 62.
Screening O=C(O)CCC(=O)N1N=C(c2ccc(Br)cc2)CC1c1nc2ccccc2[nH]1 (stereo unspecified) returned RMI-FANCM inh 68.
For O=C(NCCc1ccccc1)Nc1ccc(CN2CCN(c3ccccn3)CC2)cc1 the results were RMI-FANCM inh 68.
`Cc1ccc(COc2cn(CC(=O)NCCc3ccccc3)c(CO)cc2=O)cc1` gave RMI-FANCM inh 54.
Screening O=C1CCCC(=O)C1C(c1ccc(-c2cc(C(F)(F)F)ccc2Cl)o1)C1C(=O)CCCC1=O returned RMI-FANCM inh 63.
`CCN(CC)S(=O)(=O)c1ccc(C(=O)NCC(=O)NN)cc1` gave RMI-FANCM inh 56.
For CCOc1cn(-c2ccc(F)cc2)nc1C(=O)Nc1nnc(C)s1 the results were RMI-FANCM inh 63.
For O=C(CSc1nnc2[nH]c(=O)ccn12)Nc1cccc([N+](=O)[O-])c1 the results were RMI-FANCM inh 56.
N#Cc1cc(-c2ccccc2)nc2ccc(Br)cc12 was read as RMI-FANCM inh 58.
`COc1ccc(-c2cc3ccc(OCCN4CCC(C(N)=O)CC4)cc3oc2=O)cc1OC` gave RMI-FANCM inh 61.
Screening Cn1c(C(=O)O)ccc1S(=O)(=O)N(Cc1ccccc1)Cc1ccccc1 returned RMI-FANCM inh 52.
Screening O=C(C1CCCO1)N1N=C(c2ccc(Br)cc2)CC1c1ccco1 (stereo unspecified) returned RMI-FANCM inh 61.
O=C(NCCOc1ccc(-c2ccc(F)cc2)nn1)c1ccccc1[N+](=O)[O-] was read as RMI-FANCM inh 61.
`CN1C(=O)c2cccc(NC(=O)c3ccc(S(=O)(=O)N(C)CC4CCCO4)cc3)c2C1=O` (stereo unspecified) gave RMI-FANCM inh 56.
`COc1cccc(C(=O)NCC(c2ccsc2)N2CCc3ccccc3C2)c1OC` (stereo unspecified) gave RMI-FANCM inh 73.
`CS(=O)(=O)c1ccc(CC(=O)N(Cc2ccccn2)c2nc3ccc(Cl)cc3s2)cc1` gave RMI-FANCM inh 101.
Screening COc1ccc(-c2cc(=O)[nH]c(SCC(=O)Nc3oncc3-c3ccc(C)cc3)n2)cc1 returned RMI-FANCM inh 64.
For Cc1ccc(Cl)c2sc(NC(=O)c3nc4ccccc4s3)nc12 the results were RMI-FANCM inh 119.
COc1ccc(Nc2sc(C(C)=O)cc2[N+](=O)[O-])cc1 was read as RMI-FANCM inh 39.
For CCC(=O)Nc1ccc(S(=O)(=O)NCC2CCN(Cc3ccco3)CC2)c(C)c1 the results were RMI-FANCM inh 75.
O=S(=O)(Nc1ccc(Cl)cc1)c1cccc2nonc12 was read as RMI-FANCM inh 50&52.
Screening Cc1cc(OC(=O)c2cc3cc([N+](=O)[O-])ccc3oc2=O)c(C)cc1CN1CCOCC1 returned RMI-FANCM inh 59.
For O=C(Cn1nc(C2CC2)c2cnn(-c3ccc(F)cc3)c2c1=O)N1CCCC1 the results were RMI-FANCM inh 65.
Screening CN(C)S(=O)(=O)Oc1ccc(/C(N)=N\O)cc1 returned RMI-FANCM inh 55.
Cc1cc(NC(=O)c2ccc3nccnc3c2)no1 was read as RMI-FANCM inh 56.
For NCC1CN(c2cccc(Cl)c2)C(=O)O1 (stereo unspecified) the results were RMI-FANCM inh 63.
`OC(=Cc1nc2ccccc2nc1C=C(O)c1ccccc1)c1ccccc1` gave RMI-FANCM inh 48.
`Cc1nc(NC(=O)Nc2cccc(Cl)c2)sc1C(=O)NCc1ccco1` gave RMI-FANCM inh 59.
`COc1ccccc1NC(=O)C(=O)NCC(c1ccc2c(c1)CCCN2C)N1CCCC1` (stereo unspecified) gave RMI-FANCM inh 71.
For Cc1onc(-c2ccccc2Cl)c1NC(=O)O/N=C(/N)c1ccc(Cl)cc1 the results were RMI-FANCM inh 55.
For CCn1ccc(C(=O)N=c2sc3cc4c(cc3n2C)OCO4)n1 the results were RMI-FANCM inh 66.
For Cc1c(N=Cc2coc3ccccc3c2=O)c(=O)n(-c2ccccc2)n1C the results were RMI-FANCM inh 64.
`CC(=O)Nc1ccc(C(=O)NCCNS(=O)(=O)c2ccc(C(F)(F)F)cc2)cc1` gave RMI-FANCM inh 61.
For O=S(=O)(c1ccc(Cl)cc1)c1nc(-c2ccco2)oc1NCc1ccc(F)cc1 the results were RMI-FANCM inh 85.
For CN1CC(=O)N2[C@H](c3ccc4c(c3)OCO4)c3[nH]c4ccccc4c3C[C@@H]2C1=O the results were RMI-FANCM inh 42.
For Cc1ccccc1C(=O)Nc1ccc(-c2ccc3nnc(-c4ccncc4)n3n2)cc1 the results were RMI-FANCM inh 89.
Screening Cc1cc(N)n(-c2nc3c(cnn3-c3cccc(Cl)c3)c(=O)[nH]2)n1 returned RMI-FANCM inh 57.

No new results follow: 2 of the compounds above.
For Cc1ccc(Cl)c2sc(NC(=O)c3nc4ccccc4s3)nc12 the results were RMI-FANCM inh 119.
COc1ccc(Nc2sc(C(C)=O)cc2[N+](=O)[O-])cc1 was read as RMI-FANCM inh 39.

(more compounds)
For Cc1cc(C(=O)Nc2cc(C)nn2-c2nc3ccccc3s2)on1 the results were RMI-FANCM inh 65.
`COc1ccc(CCNC(=O)CSc2ncnc3ccccc23)cc1OC` gave RMI-FANCM inh 63.
`COc1ccc(CC(=O)Nc2cccc(N3CCCC3=O)c2)cc1` gave RMI-FANCM inh 63.
For CCc1ccc(N2C(=O)C3N=NN(Cc4nc(-c5ccccc5Cl)no4)C3C2=O)cc1 (stereo unspecified) the results were RMI-FANCM inh 62.
`CN(C)c1ccc(NC(=O)/C=C\C(=O)N2CCOCC2)cc1` gave RMI-FANCM inh 56.
Screening CCOc1ccccc1NC(=O)CSc1nc2c(-c3ccccc3)c[nH]c2c(=O)n1C returned RMI-FANCM inh 79.
CCOC(=O)c1sc(-c2ccc(-c3ccno3)s2)nc1C was read as RMI-FANCM inh 84.
Cc1cccc(NC(=S)NCCc2cc3ccc(C)cc3[nH]c2=O)c1 was read as RMI-FANCM inh 71.
For Cc1ccc(-n2ncc3c(=O)[nH]c(=S)[nH]c32)cc1 the results were RMI-FANCM inh 67.
For COc1cc(C)c(C(C)C)cc1S(=O)(=O)N1CCN(c2ccc(F)cc2)CC1 the results were RMI-FANCM inh 59.
For O=C(Cc1csc(Nc2ccc(F)cc2)n1)NC1CC1 the results were RMI-FANCM inh 64.
COc1ccc(Cl)c2sc(NNC(=O)CCSc3ccc(F)cc3)nc12 was read as RMI-FANCM inh 91.
For CC(C)Cc1ccc(C(C)C(=O)NS(=O)(=O)c2ccc(N)cc2)cc1 (stereo unspecified) the results were RMI-FANCM inh 63.
Screening O=S(=O)(Cc1nc(-c2ccc3c(c2)OCCO3)cs1)c1ccccn1 returned RMI-FANCM inh 59.
Screening O=c1[nH]cc(N2CCCCCC2)c(=O)[nH]1 returned RMI-FANCM inh 61.
Screening Nc1nc(N)c2c(Oc3ccc(F)cc3)cccc2n1 returned RMI-FANCM inh 60.
Screening Cc1onc(-c2c(Cl)cccc2Cl)c1C(=O)NCc1cc(F)cc2c1OCOC2 returned RMI-FANCM inh 58.
For NC(=O)NN=C1c2cc(S(=O)(=O)N3CCCCCC3)ccc2-c2ccc(S(=O)(=O)N3CCCCCC3)cc21 the results were RMI-FANCM inh 60.
`O=S(=O)(NCCOc1ccc2nnc(-c3ccccc3)n2n1)c1ccc(F)c(Cl)c1` gave RMI-FANCM inh 67.
`Cc1ccc(C(=O)NC(=S)Nc2sc3c(c2-c2nc4ccccc4s2)CCCC3)cc1` gave RMI-FANCM inh 62.
For Cc1ccc2[nH]c3c(=O)n(CCC(=O)N4CCC(C(N)=O)CC4)cnc3c2c1 the results were RMI-FANCM inh 62.
CCN1C(=O)c2cccc3c(NC(=O)Cc4ccc(C(C)C)cc4)ccc1c23 was read as RMI-FANCM inh 188.
N/C(=N/OC(=O)c1ccc([N+](=O)[O-])o1)c1ccc(OCc2ccc(Cl)cc2)c(Cl)c1 was read as RMI-FANCM inh 54.
`COc1ccccc1N1CCN(C(=S)Nc2ccc(Cl)cc2Cl)CC1` gave RMI-FANCM inh 59.
Screening NNC(=O)COc1ccc(OC(F)(F)F)cc1 returned RMI-FANCM inh 50.
For O=C(Oc1cccc([N+](=O)[O-])c1)N1CCOCC1 the results were RMI-FANCM inh 61.
`COc1ccc(Cl)cc1S(=O)(=O)N1CCN(c2ccc(-c3ccco3)nn2)CC1` gave RMI-FANCM inh 71.
O=C(CSCCS(=O)(=O)c1ccc(Cl)cc1)N1CCCCC1 was read as RMI-FANCM inh 54.
Screening O=C(Nc1ccc2c(c1)N(S(=O)(=O)c1cccs1)CCC2)c1cccs1 returned RMI-FANCM inh 54.
Screening CCSc1ccc(CC(=O)Nc2nc3ccc(F)cc3s2)cc1 returned RMI-FANCM inh 62.
`O=C(Cc1ccc(Cl)cc1)NCCn1ncccc1=O` gave RMI-FANCM inh 63.
Cn1nccc1-c1nnc(NC(=O)c2ccc(Br)o2)o1 was read as RMI-FANCM inh 69.
O=C(Cc1ccccc1Cl)NCCOc1ccc2nnc(-c3ccccc3)n2n1 was read as RMI-FANCM inh 66.
`O=C(c1ccc2c(=O)nc3c(-c4ccc(Cl)cc4)n[nH]n3c2c1)N1CCN(c2ccccc2)CC1` gave RMI-FANCM inh 64.
For O=C(NCCCn1ccnc1)C(=O)NCC1OCCN1S(=O)(=O)c1ccc([N+](=O)[O-])cc1 (stereo unspecified) the results were RMI-FANCM inh 61.
CC(=O)Nc1cc(C(F)(F)F)cc(C(F)(F)F)c1 was read as RMI-FANCM inh 63.
For COc1ccc(-c2noc(-c3ccc(CSc4ccccc4)o3)n2)cc1 the results were RMI-FANCM inh 147.
Screening Nc1ccc(S(=O)(=O)Nc2ccccn2)cc1 returned RMI-FANCM inh 63&57.
Screening Cc1cc(C)cc(NC(=O)c2n[nH]c3ccccc23)c1 returned RMI-FANCM inh 80.
Screening O=C(CSc1ccc(NC(=O)c2ccccc2F)nn1)NCCc1ccccc1 returned RMI-FANCM inh 69.
For COc1ccc(Br)cc1S(=O)(=O)Nc1ccccc1C(=O)O the results were RMI-FANCM inh 64.

Of the compounds above, ten have a CF3 group:
`Cc1ccc2oc(C(=O)Nc3cc(C(F)(F)F)ccc3Cl)cc2n1` gave RMI-FANCM inh 53.
For O=C(NCCOc1ccc2nnc(-c3ccccc3)n2n1)c1ccc(C(F)(F)F)cc1 the results were RMI-FANCM inh 68.
Cc1onc(-c2ccccc2Cl)c1C(=O)Nc1nnc(SCC(=O)Nc2cc(C(F)(F)F)ccc2Cl)s1 was read as RMI-FANCM inh 60.
Screening Cn1cc(S(=O)(=O)Nc2ccccc2N2CCOCC2)c(C(F)(F)F)n1 returned RMI-FANCM inh 49.
For Cc1[nH]c2ccccc2c1C(Nc1cccc(C(F)(F)F)c1)c1cccnc1 (stereo unspecified) the results were RMI-FANCM inh 61.
`NNC(=O)c1cnn(-c2ccc([N+](=O)[O-])cc2)c1C(F)(F)F` gave RMI-FANCM inh 53.
Screening O=C1CCCC(=O)C1C(c1ccc(-c2cc(C(F)(F)F)ccc2Cl)o1)C1C(=O)CCCC1=O returned RMI-FANCM inh 63.
`CC(=O)Nc1ccc(C(=O)NCCNS(=O)(=O)c2ccc(C(F)(F)F)cc2)cc1` gave RMI-FANCM inh 61.
Screening NNC(=O)COc1ccc(OC(F)(F)F)cc1 returned RMI-FANCM inh 50.
CC(=O)Nc1cc(C(F)(F)F)cc(C(F)(F)F)c1 was read as RMI-FANCM inh 63.
